# Bioassay records deposited in PubChem BioAssay by Broad Institute.
# PAX8 reporter: inhibitors of PAX8 transcriptional activity in RMG-I cells; RMG-I TPO-luciferase reporter, SteadyGlo, 24 h; inhibition, % at 12.6 µM; 360,000 compounds, 1.2% hits; AID 652154;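 active = mean replicate inhibition at least 60% with every replicate also reaching 60%; inconclusive = only one of the two criteria is met; inactive = mean below 60% and not all replicates reaching 60%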;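 also: luciferase light reporting Pax8 driven TPO promoter activity; plate controls were median of neutral control wells for no effect and mitoxantrone controls for full effect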
# CASP6 VEID inh: blocks human caspase-6 cleavage activity. P55212. purified caspase-6, Z-VEID-R110 cleavage fluorescence. inhibition, % at 12.5 µM. 350,000 compounds, 0.53% hits. AID 686996;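 active = mean inhibition across replicates at least about 35%, with every replicate also reaching that limit, limit read from the data; inconclusive = only one of the two criteria met; inactive = neither criterion met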;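 also: 0% = median of neutral control wells and 100% = no fluorescence left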
# Target sequence (P55212 24-179 limits assumed): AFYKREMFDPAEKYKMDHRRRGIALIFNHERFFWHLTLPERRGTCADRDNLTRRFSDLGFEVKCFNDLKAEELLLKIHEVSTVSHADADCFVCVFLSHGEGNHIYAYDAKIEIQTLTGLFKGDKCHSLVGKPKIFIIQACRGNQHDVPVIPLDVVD
# Target sequence (P55212 194-293 limits assumed): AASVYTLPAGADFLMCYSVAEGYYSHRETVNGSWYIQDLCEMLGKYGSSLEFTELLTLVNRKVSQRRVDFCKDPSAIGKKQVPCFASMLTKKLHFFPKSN
# DENV2 CPE: inhibitors of DENV2 cytopathic effect. CPE inhibition, % at 9.99 µM. DENV2-infected cells, cytopathic effect rescue, plate reader. 350,000 compounds, 1.7% hits; in the data active = CPE inhibition above about 20%, passing the limit was not always enough; inconclusive = no clear call, values can overlap the other calls; tested in BHK-21 cells;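 also: 0% = median of neutral control wells and 100% = median of positive control wells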
# SIRT5 block: sirtuin-5 (human) deacylase inhibition | Purified SirT5, succinyl-peptide AMC, trypsin-coupled fluorescence | inhibition, % at 15 µM | 330,000 compounds, 1.1% hits | Q9NXA8; in the data active = inhibition above about 15%; inconclusive = no clear call, values can overlap the other calls
# Target sequence (Q9NXA8 whole entry, looked up): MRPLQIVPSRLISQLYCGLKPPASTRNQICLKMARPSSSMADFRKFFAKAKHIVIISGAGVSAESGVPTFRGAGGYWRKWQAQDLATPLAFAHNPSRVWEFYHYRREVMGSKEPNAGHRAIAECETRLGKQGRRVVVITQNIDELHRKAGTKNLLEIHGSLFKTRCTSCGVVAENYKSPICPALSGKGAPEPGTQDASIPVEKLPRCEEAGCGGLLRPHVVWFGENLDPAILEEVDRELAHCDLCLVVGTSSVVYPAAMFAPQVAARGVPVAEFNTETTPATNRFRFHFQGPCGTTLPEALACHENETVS
# ARNT TACC3 PPI: disrupts binding between human ARNT and TACC3. AlphaScreen His-ARNT PAS-B/GST-TACC3 binding, luminescence; TACC3 fragment carries E629A point mutation. inhibition, % at 9.99 µM. 390,000 compounds, 0.66% hits;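 active = mean inhibition of replicates at least 50% and at least half of replicates each reaching 50%; inconclusive = half or more replicates reach 50% but mean below 50%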;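 also: 0% = complete ARNT plus TACC3 wells and 100% = ARNT alone without TACC3; many hits fall short of the cut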
# EWS-Fli inh: blocks EWS/Fli oncoprotein-driven transcription; A673 NR0B1-luciferase reporter, viability-normalised; inhibition, % at 12.6 µM; 350,000 compounds, 0.67% hits; AID 651661;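 active = mean inhibition of at least 50% after viability correction, with every replicate also passing that limit; inconclusive = mean reaches 50% but only one of two replicates passes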;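 also: firefly luciferase signal divided by Alamar Blue viability fluorescence both relative to DMSO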
# LGR2 inh: blocks bursicon-induced cAMP signaling via Drosophila LGR2. 380,000 compounds, 0.35% hits. AID 720647. HEK293 LGR2, CRE-luciferase, bursicon-stimulated, 4 h. inhibition, % at 9.99 µM;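 active = drop in luminescence signal, shown as inhibition above about 50% in the replicate tests, limit read from the data, passing the limit was not always enough; inconclusive = probably only some replicates passing the limit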;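 also: agonist challenge used bursicon conditioned medium at about half maximal strength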
# An asterisk follows results filed as active; ? = inconclusive; nt = not tested or not shown; & = joins results of further samples.
SMILES,PAX8 reporter,CASP6 VEID inh,DENV2 CPE,SIRT5 block,ARNT TACC3 PPI,EWS-Fli inh,LGR2 inh
CC(C)NC(=O)N(C)C[C@@H]1OCCCC[C@H](C)Oc2ccc(NC(=O)Cc3ccccc3)cc2C(=O)N([C@H](C)CO)C[C@H]1C,-9,7,0,5,2,nt,-2
Cc1cc(C2C(=O)c3ccccc3C2=O)c(C)c(C)c1C,-14,1,12,19*,nt,-6,14
O=S1(=O)CCN(Cc2ccccc2C(F)(F)F)CC1,16,-1,nt,0,-8,5,-4
COCCCNC(=S)N1CCCN(c2nc3cc(C)c(C)cc3cc2C#N)CC1,32,-3,0,-2,0,6,-4
O=C(C[C@@H]1CC[C@H]2[C@@H](COC[C@H](O)CN2Cc2ccc(Cl)cc2)O1)NCc1ccccc1Cl,15,-1,-7,-2,8,6,-1
COc1cc2c(cc1OC)C(c1cccs1)N(C(=O)c1ccc(S(=O)(=O)N(C)C)cc1)CC2 (stereo not given),-5,-4,4,4,6,7,-2
CCOc1cccc(Nc2ccc([N+](=O)[O-])cn2)c1,-19,0,-1,4,3,-59,-27
CC(=O)NCCC1CCCCN1C(=O)c1cc(COc2cc(C)ccc2C)on1 (stereo not given),-235,4,0,-4,-2,-95,-43
CCOC(=O)C1C(C(=O)OCC)C1(c1ccccc1)c1ccccc1 (stereo not given),-17,1,-2,8,3,5,11
Cc1ccccc1-c1ccc(C2[C@@H]3CN(Cc4cccnc4)C[C@H]2N3)cc1 (stereo not given in full),-12&-3,1&2,1&-2,-2&1,nt,-6&-15,-7&5
C[C@@H]1CN([C@@H](C)CO)C(=O)c2cc(NC(=O)Nc3cccc4ccccc34)ccc2O[C@@H](C)CCCCO[C@H]1CN(C)C(=O)c1ccccc1,17,1&0,4&1,-1&-2,-5,15&8,1
COc1ccc(OC)c(NC(=O)CCN2C(=O)c3cccc([N+](=O)[O-])c3C2=O)c1,30,-1,?,-3,-9,4,nt
Cc1ccc(C(=O)c2ccccc2C(=O)OCC(=O)NCC2CCCO2)cc1 (stereo not given),16,-3,3,0,-4,0,0
CNC(=O)C[C@@H]1CC[C@@H]2[C@H](COC[C@H](O)CN2C(=O)Nc2ccc(Cl)c(Cl)c2)O1,3,-1,8,2,-20,6,4
Cc1cccc(-c2cccc(NC(=O)C3CCCN(C(=O)c4ocnc4C)C3)c2)c1 (stereo not given),nt,0,nt,-4,9,-22,-4
NC(=O)c1cc2ccccc2o/c1=N\NC(=O)c1ccccc1O,1,-2,5,-9,-8,-6,-10
O=C(CNC(=S)N(CCCN1CCOCC1)Cc1cccs1)N1CCCCCC1,9,2,-3,-1,-5,2,-19
O=C(O)COc1ccccc1/C=N/NC(=O)CSc1nc2ccccc2n1Cc1ccccc1,-3,16,1,3,1,6,8
CC(C)C[C@H]1COc2cccc(N3CCCC3)c2S(=O)(=O)N1,3,0,6,-3,nt,16,-15
COC(=O)c1cc(-c2c(C)oc3cc(O)ccc3c2=O)c(C)o1,nt,0,nt,-8,2,nt,11
NC(=O)CC(NC(=O)Cc1cccc2ccccc12)c1ccc(NC2CCCC2)c([N+](=O)[O-])c1 (stereo not given),-13,-7,-6,2,-14,-3,nt
O=S(=O)(Cc1ccccc1)NCC[C@@H]1CC[C@@H](NS(=O)(=O)c2ccc(F)cc2)[C@@H](CO)O1,nt,-1,-3,-2,16,nt,6
Cc1cc(Cl)cc(C)c1OCCn1ccnc1,2,-9,-4,0,10,-25,0
CCCC#Cc1ccc2c(c1)O[C@H](CN(C)C(=O)Nc1ccccc1F)[C@@H](C)CN([C@@H](C)CO)S2(=O)=O,7,-1,5,13,-7,18,-6
Cc1ccc(S(=O)(=O)N(C)C[C@H]2Oc3ncc(C#CCC(C)C)cc3C(=O)N([C@H](C)CO)C[C@@H]2C)cc1,nt,-1,5,6,-6,-5,10
O=C(CSc1ccc(F)cc1)Nc1nnc(-c2ccco2)o1,nt,6,-1,4,49*,-6,6
C/C=C/c1cccc(-c2nc(C(=O)NC3CCC3)cc3c2[C@@H](CCO)N(S(=O)C(C)(C)C)C3)c1 (stereo not given in full),-10,8,-3,22*,nt,0,11
O=C(CCNS(=O)(=O)c1ccc(OC(F)(F)F)cc1)NC1CC1,19,-1,0,0,-9,-5,4
OC1COC(O)C(O)C1O (stereo not given),1,-1,-5,-6,-6,-5,-13
O=C(COc1ccccc1[N+](=O)[O-])N/N=C/c1ccc(O)c([N+](=O)[O-])c1,-5,1,4,6,-6,1,5
O=C1CC/C=C\C[C@@H](CC(=O)N(CCO)Cc2ccccc2)C(=O)N[C@H](Cc2ccccc2)CO1,14,-1,-2,-4,-1,-3,-6
COc1ccc(CSc2nc3nc(C)cc(C)n3n2)cc1F,-13,-1,?,-3,-3,10,-4
Cc1ccc(C)c(S(=O)(=O)N2CCN(C(=O)CCNS(=O)(=O)c3ccccc3)CC2)c1,nt,2,?,-2,-9,14,5
O=C(O)/C=C\C(=O)Nc1ccc(OC(F)F)cc1,7,-1,-3,-2,-1,-21,20
C[C@@H]1CCCCO[C@@H](CN(C)C(=O)Nc2ccccc2)[C@@H](C)CN([C@H](C)CO)C(=O)c2cc(NC(=O)CCCCCC(=O)Nc3ccccc3N)ccc2O1,0,1,0,4,-23,-1,-9
Cc1csc(SCC(=O)N(C)c2c(N)n(Cc3ccccc3)c(=O)[nH]c2=O)n1,3,1,13,-6,-13,15,5
COc1cccc(C(=O)NNC(=O)c2ccc(NS(=O)(=O)c3cccs3)cc2)c1OC,-18,4,-4,-3,1,1,2
O=C1C2CCCCN2C(=O)N1CCCN1CCN(c2cccc(C(F)(F)F)c2)CC1 (stereo not given),-14,0,5,0,1,14,4
CCN(CC(=O)Nc1c(F)cccc1F)C(=O)c1cc(S(=O)(=O)N(CC)CC)ccc1N1CCCCC1,88*,4,7,-1,0,nt,1
CCc1ccc(NC(=O)C(C)OC(=O)c2ccc(N3CCCC3)c([N+](=O)[O-])c2)cc1 (stereo not given),5,1,-8,-3,nt,-5,4
C/C=C/c1ccc([C@@H]2[C@@H](CO)N(C(=O)c3cnccn3)C23CN(C(=O)C2CC2)C3)cc1,-9,3,-7,-1,nt,2,-13
O=C1C(Cc2ccc(Br)cc2)SC(=Nc2ccccc2)N1c1ccccc1 (stereo not given),7,-5,9,-2,-20,9,nt
CC(=O)c1ccc(OCCCC(=O)OCC(=O)Nc2ccc3[nH]c(=O)[nH]c3c2)cc1,12,-3,?,-3,-5,-2,2
Cc1onc(-c2ccccc2Cl)c1C(=O)NC(C)c1ccccc1 (stereo not given),40,9,1,-3,-3,20,-5
COc1ccc(-c2cc3c(=O)n(CC(=O)N4CCN(C)CC4)ncn3n2)cc1,-27,0,12,-3,-7,-11,-31
Cc1nc(N2CCOCC2)c2c(C)c(C(=O)Nc3ccccc3Cl)sc2n1,-25,-1,1,-1,2,-22,-29
C[C@@H]1CN([C@H](C)CO)C(=O)c2cc(NC(=O)Nc3ccc(C(F)(F)F)cc3)ccc2O[C@@H](C)CCCCO[C@@H]1CN(C)Cc1ccc(Cl)c(Cl)c1,86*,-1,-2,-2,-3,5,-7
O=C(CC1C(=O)NCCN1Cc1cccc(F)c1)NCCCOc1cccnc1 (stereo not given),7,-5,-2,1,6,1,7

# Part of the list above in another layout:
# Order of results – PAX8 reporter, CASP6 VEID inh, DENV2 CPE, SIRT5 block, ARNT TACC3 PPI, EWS-Fli inh, LGR2 inh
- O=C(O)/C=C\C(=O)Nc1ccc(OC(F)F)cc1
    7, -1, -3, -2, -1, -21, 20
- C[C@@H]1CCCCO[C@@H](CN(C)C(=O)Nc2ccccc2)[C@@H](C)CN([C@H](C)CO)C(=O)c2cc(NC(=O)CCCCCC(=O)Nc3ccccc3N)ccc2O1
    0, 1, 0, 4, -23, -1, -9
- Cc1csc(SCC(=O)N(C)c2c(N)n(Cc3ccccc3)c(=O)[nH]c2=O)n1
    3, 1, 13, -6, -13, 15, 5
- COc1cccc(C(=O)NNC(=O)c2ccc(NS(=O)(=O)c3cccs3)cc2)c1OC
    -18, 4, -4, -3, 1, 1, 2
- O=C1C2CCCCN2C(=O)N1CCCN1CCN(c2cccc(C(F)(F)F)c2)CC1 (stereo not given)
    -14, 0, 5, 0, 1, 14, 4
- CCN(CC(=O)Nc1c(F)cccc1F)C(=O)c1cc(S(=O)(=O)N(CC)CC)ccc1N1CCCCC1
    88*, 4, 7, -1, 0, nt, 1
- CCc1ccc(NC(=O)C(C)OC(=O)c2ccc(N3CCCC3)c([N+](=O)[O-])c2)cc1 (stereo not given)
    5, 1, -8, -3, nt, -5, 4
- C/C=C/c1ccc([C@@H]2[C@@H](CO)N(C(=O)c3cnccn3)C23CN(C(=O)C2CC2)C3)cc1
    -9, 3, -7, -1, nt, 2, -13
- O=C1C(Cc2ccc(Br)cc2)SC(=Nc2ccccc2)N1c1ccccc1 (stereo not given)
    7, -5, 9, -2, -20, 9, nt
- CC(=O)c1ccc(OCCCC(=O)OCC(=O)Nc2ccc3[nH]c(=O)[nH]c3c2)cc1
    12, -3, ?, -3, -5, -2, 2
- Cc1onc(-c2ccccc2Cl)c1C(=O)NC(C)c1ccccc1 (stereo not given)
    40, 9, 1, -3, -3, 20, -5
- COc1ccc(-c2cc3c(=O)n(CC(=O)N4CCN(C)CC4)ncn3n2)cc1
    -27, 0, 12, -3, -7, -11, -31
- Cc1nc(N2CCOCC2)c2c(C)c(C(=O)Nc3ccccc3Cl)sc2n1
    -25, -1, 1, -1, 2, -22, -29
- C[C@@H]1CN([C@H](C)CO)C(=O)c2cc(NC(=O)Nc3ccc(C(F)(F)F)cc3)ccc2O[C@@H](C)CCCCO[C@@H]1CN(C)Cc1ccc(Cl)c(Cl)c1
    86*, -1, -2, -2, -3, 5, -7
- O=C(CC1C(=O)NCCN1Cc1cccc(F)c1)NCCCOc1cccnc1 (stereo not given)
    7, -5, -2, 1, 6, 1, 7

# (list continues)
SMILES,PAX8 reporter,CASP6 VEID inh,DENV2 CPE,SIRT5 block,ARNT TACC3 PPI,EWS-Fli inh,LGR2 inh
CCCC(=O)Nc1ccc2c(c1)C(=O)N(C)C[C@@H](OC)[C@@H](C)CN(Cc1ccccc1)[C@H](C)CO2,nt,-2,-3,0,-7,7,-7
COCCCNc1nc2c(c(=O)n(Cc3ccc(OC)cc3)c(=O)n2C)n1C,19,-2,5,0,1,-3,27
COc1ccccc1N(CC(=O)NCC1CCCO1)C(=O)Cn1nnc(-c2cccs2)n1 (stereo not given),11,0,13,-1,-3,-6,-17
C[C@H](CO)N1C[C@H](C)[C@@H](CN(C)Cc2ccc(C(=O)O)cc2)Oc2c(NC(=O)c3ccncc3)cccc2C1=O,-2&0,1,2,-2,-1&-12,-5&-1,4&-5
CC(C)(C)c1ccc(OC(=O)CN2C(=O)C3C4CCC(C4)C3C2=O)cc1 (stereo not given),-11,2,11,1,-7,-7,-22
O=C(Nc1ccc(Cl)cc1)N[C@@H]1CC[C@@H](CCNS(=O)(=O)c2ccccc2F)O[C@H]1CO,43,0,2,0,7,-7,7
Cc1ccc(C2=NC3(CCCCCC3)NC2=S)cc1,32,-2,7,-2,-8,-11,-8
CCC1=[N+](CC(=O)c2ccc(C)cc2)CCn2c(C)ccc21,-32,2,14,nt,-2,-39,-39
CCCONC(=O)Nc1ccccc1[N+](=O)[O-],-5,nt,nt,nt,-7,nt,0
Cc1ccc(NC(=O)c2cc3c(CO)cnc(C)c3oc2=Nc2cccc(C(N)=O)c2)cc1,10,3,-6,0,-10,0,14
